# tolC growth inh: blocks growth of E. coli BW25113 tolC mutant | AID 573 | OD615 | growth inhibition, % at 10 µM (by protocol) | hit rate 2.2% among 65,000;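 active = growth inhibition at or above a cutoff equal to the mean over every tested compound plus 3 SD, cut at about 60% in these data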;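 note: growth measured after 20 h incubation at 37 °C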
#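 Material: E. coli BW25113 ΔtolC::kan, tolC deletion mutant strain. Measure: percent growth inhibition. Schedule: 37 °C, 20 h exposure. Doses: single-point testing at 10 µM. Signal: A615 absorbance measurement. Buffer or medium: kanamycin-containing LB broth (50 µg/mL).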
# Jurkat viability: cytotoxic compounds reducing Jurkat cell viability; Jurkat E6.1 viability, ATP luminescence, 48 h; inhibition, % at 4 µM; hit rate 1.2% among 56,000; AID 463;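 active = inhibition above the mean inhibition of all tested compounds plus 3 SD, cut at about 28% in these data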
# TNAP act DEA: activates human TNAP at intermediate phosphate acceptor concentration; P05186; purified TNAP, CDP-star luminescence, 100 mM DEA, 30 min; active compounds read high; scale: 0 levamisole-inhibited, 1 vehicle-only enzyme; activation factor at 20 µM; 64,000 tested, under 10 active;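 active = activation factor of at least 2 at 20 µM, relative to controls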
# HEK293 NFkB inh: lowers PMA/ionomycin-induced NF-kB signal in HEK293 cells; HEK-293 NF-kB luciferase reporter, luminescence; hit rate 0.21% among 62,000; AID 465; inhibition, % at 3 µM;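 active = inhibition above the mean of all tested compounds plus 3 SD, cut at about 40% in these data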;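 note: 0% = stimulated DMSO wells and 100% = 10 µM reference inhibitor 5653914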
#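 System: NF-kB luciferase reporter HEK-293 cells | Replication: Single test | Control set: DMSO vs reference inhibitor | Evaluation: % inhibition | Schedule: 1 h pretreatment, 16 h stimulation, 37 °C | Probe or stimulus: PMA with ionomycin | Compound dosing: One dose, 3 µM | Detection: Luciferase luminescence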
# D1 mod: D1 dopamine receptor (human) allosteric modulation; P21728; HEK293 D1, CRE-luciferase, dopamine EC30 potentiation; actives deviate in either direction; hit rate 5.9% among 58,000; B-score at 10 µM;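 active = luminescence count or its row- and column-corrected plate score outside the 99.7% band of the plate's sample wells, on either side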
# SF1 activator: activators of human nuclear receptor SF-1 | AID 522 | activation, % at 10 µM | CHO-K1 Gal4-SF-1 LBD luciferase reporter; % increase over DMSO SF-1-specific signal | hit rate 1.9% among 65,000 | Q13285;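 active = activation above the mean activation of all tested compounds plus 3 SD, cut at about 50% in these data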
# Target sequence (Q13285 whole entry, looked up, the tested form may be a part): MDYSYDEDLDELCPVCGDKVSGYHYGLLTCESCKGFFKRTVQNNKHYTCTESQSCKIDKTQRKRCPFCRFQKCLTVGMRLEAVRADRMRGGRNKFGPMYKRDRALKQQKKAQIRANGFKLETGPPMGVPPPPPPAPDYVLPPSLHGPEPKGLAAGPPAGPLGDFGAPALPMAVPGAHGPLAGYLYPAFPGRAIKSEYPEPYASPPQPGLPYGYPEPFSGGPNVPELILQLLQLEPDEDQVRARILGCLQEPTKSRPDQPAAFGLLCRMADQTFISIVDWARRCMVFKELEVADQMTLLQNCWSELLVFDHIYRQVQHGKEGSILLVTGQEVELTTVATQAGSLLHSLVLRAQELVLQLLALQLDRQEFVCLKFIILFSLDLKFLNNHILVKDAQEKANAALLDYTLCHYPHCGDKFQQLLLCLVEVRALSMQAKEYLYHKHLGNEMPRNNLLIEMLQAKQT
#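 Test system: transient Gal4-SF-1 LBD reporter, CHO-K1; Amount: 4,000 CHO-K1 cells per well; Doses: 10 µM only; Timing: compound exposure 20 h at 37 °C; Signal: luciferase light emission; Read-out basis: percent activation relative to DMSO median and mock-transfected background; Control set: DMSO negative control and −SF1 background wells; Replicates: one test per compound.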
# M1 agonist: M1 muscarinic receptor agonism | CHO-M1 cells, Fluo-4 calcium fluorescence, agonist mode; active compounds read high | B-score at 10 µM | hit rate 3% among 64,000 | AID 626;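 active = fluorescence rise, raw or as B-score row- and column-corrected plate score, outside the 99.7% band of its plate's samples, either direction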
# M1 antag: antagonists of rat M1 muscarinic receptor. CHO-M1 cells, Fluo-4 calcium, ACh EC80 antagonist mode; active compounds read low. AID 628. B-score at 10 µM. hit rate 3.4% among 64,000. P08482;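 active = calcium fluorescence response, raw or row-and-column corrected B-score, differing from the plate sample mean either way at a set confidence level, mostly lower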
# Target sequence (P08482 whole entry, looked up): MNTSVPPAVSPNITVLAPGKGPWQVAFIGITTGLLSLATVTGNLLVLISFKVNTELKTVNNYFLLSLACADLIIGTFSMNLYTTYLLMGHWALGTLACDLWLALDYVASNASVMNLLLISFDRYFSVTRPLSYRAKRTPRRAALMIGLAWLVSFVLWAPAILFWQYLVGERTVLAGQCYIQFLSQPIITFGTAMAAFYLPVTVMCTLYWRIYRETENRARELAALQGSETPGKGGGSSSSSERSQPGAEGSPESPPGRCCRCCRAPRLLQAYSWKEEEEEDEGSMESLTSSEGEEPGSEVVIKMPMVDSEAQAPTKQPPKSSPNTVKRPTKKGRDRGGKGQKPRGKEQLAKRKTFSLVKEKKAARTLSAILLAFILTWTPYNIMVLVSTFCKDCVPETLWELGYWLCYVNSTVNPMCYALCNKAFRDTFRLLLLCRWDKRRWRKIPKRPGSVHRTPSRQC
# NADH coupling: inhibition of NAD/NADH coupling enzymes, library profiling; hit rate 0.02% among 65,000; AID 774; coupled PK/LDH NADH assays, four targets; IC50, µM (top dose mostly 10 µM), inactives show top-dose inhibition;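 active = single-dose screening hits from any of four coupled enzyme assays that gave an IC50 when retested across doses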;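 note: the DPM-DC format reads NADH fluorescence rather than 340 nm absorbance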
# Active calls of the source: *; nt = no result given; [ ] = dose if it differs, or a comment.
SMILES	tolC growth inh	Jurkat viability	TNAP act DEA	HEK293 NFkB inh	D1 mod	SF1 activator	M1 agonist	M1 antag	NADH coupling
O=S(=O)(c1cccc(-c2nc3n(n2)Cc2ccccc2-3)c1)N1CCCC1	-9	-6	0.9	14	4.9*	33	0.19	-0.35	5%
O=c1cc(O)nc(SC23CC4CC(CC(C4)C2)C3)[nH]1	13	-2	0.9	3	0.00048	2	-0.31	-0.16	5%
O=C(NCC1COc2ccccc2O1)Nc1ccccc1F (configuration not stated)	10	2	0.9	0	1	-3	0.35	0.36	3%
O=C(CCN1CCCCC1)Nc1cccc(Cl)c1	1	nt	0.9	nt	nt	6	-0.55	-0.19	0%
COc1ccccc1NC(=O)CN1C(=O)NC(C)(C)C1=O	-14	9	1	16	-0.27	-14	0.068	-0.98	2%
CC(=O)C(Sc1nc(-c2ccco2)nc2c1c(=O)n(C)c(=O)n2C)C(=O)N(C)C (configuration not stated)	-8	-6	0.9	15	0.68	-8	0.31	0.22	9%
Cc1ccc(N(CC(=O)Nc2ccc3c(c2)OCCO3)S(=O)(=O)c2c(C)noc2C)cc1	65*	-5	0.9	8	-1.3	2	1.3	-3*	4%
N#CCCN(Cc1cccnc1)S(=O)(=O)c1ccc(S(=O)(=O)NC2CCCCC2)cc1	-15	0	0.9	9	nt	-7	0.003	0.063	5%
CCC(=O)c1cccc2c1N=CC1=C(CC(C)(C)CC1=O)N2	5	4	0.9	5	0.047	-14	0.087	-0.11	11%
CCOC(=O)Cc1csc(NC(=O)CSc2nc3cccnc3n2CC)n1	3	-3	0.9	1	0.45	-21	0.23	-0.76	5%
COc1ccc(C(=O)NCc2nnc(SCC(=O)N3CCC(C)CC3)o2)cc1OC	12	nt	1	4	-0.009	4	-0.17	-0.66	7%
O=C(COC(=O)c1cccs1)Nc1ccccc1	-6	nt	0.9	15	nt	9	-0.025	0.5	3%
CCOC(=O)C1CCCN(C(=O)CNC(=O)Cn2ccc3ccccc3c2=O)C1 (configuration not stated)	-16	nt	0.9	-1	0.36	9	0.45	0.93	4%
O=C(Nc1nnc(-c2ccccc2)o1)Nc1ccccc1Cl	29	-20	0.8	1	-1.5	5	-0.69	-1.1	1%
CCOc1ccc(NC(=O)N(CCC(C)C)C(C)c2ccco2)cc1 (configuration not stated)	60	1	1	1	0.16	-6	0.34	-0.0051	7%
Cc1ccc(-c2cc3c(nn2)-c2ccccc2C3=O)cc1	1	16	0.9	62*	-5.7*	-88	0.71	-0.24	9%
CCn1c(SCC(=O)Nc2cc(NC(C)=O)ccc2OC)nnc1-c1cccnc1	-18	12	0.9	5	-0.48	-15	0.88	-0.84	3%
NC(=O)c1cccn1Cc1ccccc1Cl	2	nt	1	8	2.3	10	-0.25	-0.035	5%
CN1C(=O)SC(Nc2ccc(F)cc2)C1=O (configuration not stated)	-12	1	0.9	11	nt	-3	nt	nt	5%
O=C(Oc1cccc2c(=O)[nH]ccc12)c1ccccc1	-4	-5	0.9	1	0.17	-1	0.53	0.39	8%
COc1ccc(OC)c2[nH]c(=O)c(CCNC(=O)C(C)(C)C)cc12	1	-1	0.9	6	-0.2	-20	-0.11	0.031	3%
Cc1nn(CCc2nn[nH]n2)c2nc(C(F)(F)F)cc(C(F)(F)F)c12	11	4	0.9	10	0.41	7	0.25	0.00054	6%[fluoresces]
COc1ccc(NC(=O)Nc2nccs2)cc1	2	19	0.9	-1	-0.57	73*	0.88	-1.6	3%
NS(=O)(=O)c1cc2c(cc1Cl)NC(C1C[C@H]3C=C[C@@H]1C3)NS2(=O)=O (some centres not stated)	14	nt	0.8	nt	0.17	0	0.093	-0.056	2%
CCSc1nc2c(c(=O)[nH]1)C(c1ccncc1)C(C(=O)OC)=C(C)N2 (configuration not stated)	-8	6	1.1	7	nt	5	0.6	0.54	6%
Cn1c(Cn2nnc3ccccc32)nnc1SCC(=O)N1c2ccccc2Sc2ccccc21	-10	22	0.9	2	-0.66	2	-1.8	-0.58	11%
CCOC(=O)CC1(C)NC(=O)c2c(C)sc(C(=O)OCC)c2N1 (configuration not stated)	6	-6	0.9	14	2.3	-4	0.6	1	9%[fluoresces]
C=CCNc1nnc(C)c2ccccc12	0	-5	0.8	0	-0.17	-16	0.57	0.067	3%
CCOC(=O)N1CCN(c2cc(=O)n(C3CCCCC3)c(=O)[nH]2)CC1	-9	-3	1	14	-0.21	23	-0.46	0.46	6%
O=C(c1ccc(-c2nnc(-c3ccccc3)o2)cc1)N1CCCCCC1	6	4	1	-12	-0.74	1	-0.19	-0.22	6%
COc1ccc(Cn2c(-c3ccco3)nc3oc4ccccc4c(=O)c3c2=O)cc1	-31	0	0.9	18	1.1	-1	0.13	-0.019	3%
COc1cc(NC(=O)C2CCCC2)c(OC)cc1Cl	1	-9	1	5	-0.52	5	-1.2	-0.13	4%
CCCCOC(=O)Nc1nnc(-c2ccccc2OC)s1	-4	-3	0.9	13	2.1	-1	0.0045	-0.16	7%
CCSc1nnc(NC(=O)CCc2ccccc2)s1	5	-7	1	2	0.31	-17	-0.6	1.5	2%
CCCCn1c(-c2ccc(Cl)cc2)nc2c(=O)n(C)c(=O)[nH]c21	-3	nt	0.9	nt	nt	15	-0.34	0.55	0%
N#CCSc1nc2c(cc1C#N)CCCCCC2	4	nt	0.9	nt	7.9*	8	0.062	-5.3*	5%
CCOc1ccc(C2C(C#N)=C(N)SC(N)=C2C#N)cc1OCC	20	nt	1	8	5.4*	13	0.065	1.2	7%
COC(=O)C(NC(C)=O)(Nc1nc2c(s1)CCCC2)C(F)(F)F (configuration not stated)	17	nt	0.8	nt	nt	0	-1.4	0.18	6%
Cc1ccc(C)c(SCC(=O)Nc2nnc(-c3ccccc3)o2)c1	100*	5	0.8	15	0.34	-11	17*	0.0013	4%
OC(COc1ccc(OCC(O)CN2CCCCCC2)cc1)CN1CCCCCC1 (configuration not stated)	-8	0	0.9	13	-0.55	8	0.17	-0.028	5%

# The final 4 compounds of the section before lead into the next:
SMILES	tolC growth inh	Jurkat viability	TNAP act DEA	HEK293 NFkB inh	D1 mod	SF1 activator	M1 agonist	M1 antag	NADH coupling
CCOc1ccc(C2C(C#N)=C(N)SC(N)=C2C#N)cc1OCC	20	nt	1	8	5.4*	13	0.065	1.2	7%
COC(=O)C(NC(C)=O)(Nc1nc2c(s1)CCCC2)C(F)(F)F (configuration not stated)	17	nt	0.8	nt	nt	0	-1.4	0.18	6%
Cc1ccc(C)c(SCC(=O)Nc2nnc(-c3ccccc3)o2)c1	100*	5	0.8	15	0.34	-11	17*	0.0013	4%
OC(COc1ccc(OCC(O)CN2CCCCCC2)cc1)CN1CCCCCC1 (configuration not stated)	-8	0	0.9	13	-0.55	8	0.17	-0.028	5%
COc1cc(C2C(C(=O)c3ccc(C)o3)=C(O)C(=O)N2c2cc(C)on2)cc(Br)c1O (configuration not stated)	65*	-2	0.8	2	1.1	-2	-0.27	-0.16	2%
COc1ccc(S(=O)(=O)n2nc(OC(=O)c3c(-c4ccccc4Cl)noc3C)cc2N)cc1	31	0	0.9	5	0.33	-4	1.5	-0.56	0%
N#Cc1c(N)n[nH]c1-c1cc2c([nH]1)CCCC2	16	nt	1	14	nt	13	0.13	0.49	4%
Cc1c(Cl)cccc1N1C(=O)c2ccccc2C1=O	0	-2	0.8	18	-0.22	11	-0.1	0.33	2%
CCCCOc1ccc(C(=O)Nc2ccc(N3CCN(C(=O)C(C)C)CC3)cc2)cc1	21	9	0.8	-7	-0.26	9	-1.5	0.09	3%
COc1ccc(C)cc1S(=O)(=O)N(C)CC(=O)NCc1ccco1	-5	-4	0.9	13	-0.046	9	-0.21	0.79	4%
O=C(Nc1nc2ccc(S(=O)(=O)N3CCCCC3)cc2s1)C1CCCO1 (configuration not stated)	6	1	0.9	8	1.6	15	-1.4	-0.1	5%
COc1ccc(C2C(C(=O)Nc3cccc(C)n3)c3ccccc3C(=O)N2C)cc1 (configuration not stated)	12	nt	1	23	-0.63	-5	-0.97	0.18	6%
CNCc1cc2ccc(C)cc2[nH]c1=O	-32	-4	1	16	0.23	-4	0.078	-0.7	10%
C=CCNC(=O)CCCCC(=O)NCC=C	-14	3	1	7	-0.78	8	0.95	1.2	1%
CCOC(=O)N1CCN(C(=O)c2cnn(-c3ccccc3)c2NC(=O)c2ccccc2F)CC1	-6	5	0.9	-1	-0.97	-3	0.3	-0.31	2%
CN1C(=O)/C(=C2\SC(=S)N(CC3CCCO3)C2=O)c2ccccc21 (configuration not stated)	0	-1	0.9	11	-0.24	2	-0.78	-0.016	3%
COc1ccccc1N1CCN(C(=O)CCc2ccc(S(=O)(=O)NC(C)C)cc2)CC1	5	nt	1	10	-1.2	-12	1.2	-0.62	4%
Cc1cccc(OCCC(=O)OCC(=O)N2CCc3ccccc32)c1	34	-4	nt	2	-1.1	4	1.2	-1.1	6%
CCOC(=O)Cn1c(=O)oc2cc(S(=O)(=O)Nc3c(C)cc(C)cc3C)ccc21	-3	-3	0.9	8	0.019	6	-1.7	0.14	4%
Cc1nc(NC2=NCN(CCN3CCOCC3)CN2)nc2c(C)cccc12	-8	0	0.8	-7	-1.1	-12	0.52	-0.66	12%
O=C(CSc1nnc(Cc2ccccc2)o1)N1CCOCC1	-43	-1	0.9	3	-0.012	21	0.55	-1.2	3%
CCCS(=O)(=O)N1CCC(C(=O)NCCc2ccccc2)CC1	-17	-9	1	5	0.44	-7	0.026	0.15	1%
Cc1cc(C)n(S(=O)(=O)c2ccc3ccccc3c2)n1	16	-15	0.9	5	1.1	-17	0.034	-1.5	13%
Cn1c(N)c(C(=O)NCc2ccccc2)sc1=S	-3	4	1	11	-0.56	-2	nt	nt	7%
Cn1c(=O)c2c(ncn2CC(O)CNc2ccc(Cl)cc2)n(C)c1=O (configuration not stated)	5	4	0.9	0	0.1	5	-0.81	-0.38	1%
CCCS(=O)(=O)N1CCN(S(=O)(=O)c2ccc(F)cc2)CC1	-11	3	0.9	14	2.7	-22	0.6	-0.56	2%
CCN(C(=O)c1cn(C)c(=O)c2cc(OC)c(OC)cc12)c1cc(OC)ccc1OC	-4	-2	0.9	5	0.13	2	nt	nt	3%
CCC(C)(C)n1nnnc1CN(Cc1cc2cc(OC)ccc2[nH]c1=O)C1CCCC1	15	0	0.9	2	nt	-4	2.6*	-0.28	12%
CC1(C)CC(=O)C(C=NCCc2ccccn2)=C(O)C1	-14	-17	1	11	0.024	3	-0.44	0.66	0%
CCN(CC)CCNC(=O)Cn1nc(-c2ccccc2)c2ccccc2c1=O	-15	-3	0.9	5	-0.31	-16	-0.89	-1	1%
Fc1cccc(Nc2cc(-n3cccn3)ncn2)c1	-12	26	0.8	16	8.5*	16	-0.04	-0.74	1%
Cc1cccc(NC(=O)Cn2nnc(-c3cccs3)n2)c1C	15	-1	0.9	11	-1.1	-13	-0.65	0.01	6%

# Assay outcomes deposited in PubChem BioAssay by several laboratories.
